Assay outcomes: PubChem BioAssay, several laboratories
p47phox inh – inhibitors of human p47phox binding | p47phox/p22phox peptide binding, fluorescence polarization, 2 h | inhibition, % at 24.7 µM | 0.53% of 220,000 active | AID 1274;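 active means inhibition above about 30%, limit read from the data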;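 further: 0% = p47phox with labelled peptide and 100% = labelled peptide alone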
Target sequence (P14598 whole entry, looked up): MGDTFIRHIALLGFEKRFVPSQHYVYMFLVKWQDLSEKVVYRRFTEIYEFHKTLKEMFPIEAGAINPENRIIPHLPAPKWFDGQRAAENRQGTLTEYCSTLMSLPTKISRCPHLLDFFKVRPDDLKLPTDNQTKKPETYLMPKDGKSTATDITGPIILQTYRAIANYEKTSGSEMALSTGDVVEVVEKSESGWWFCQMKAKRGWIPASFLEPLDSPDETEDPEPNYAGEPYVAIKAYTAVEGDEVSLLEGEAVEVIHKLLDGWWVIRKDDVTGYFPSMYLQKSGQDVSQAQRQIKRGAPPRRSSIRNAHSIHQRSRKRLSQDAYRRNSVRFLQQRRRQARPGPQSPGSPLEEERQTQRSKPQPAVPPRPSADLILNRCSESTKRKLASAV
TNF necrop inh – TNF-alpha cell death inhibition in Jurkat FADD-/- cells | Jurkat FADD-/- TNF necroptosis rescue, ATP luminescence, 24 h; 0 = TNF only, 100 = no-TNF cells | activation (protection from cell death), % at 10 µM | 0.068% of 220,000 active | AID 463075;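 active means activation, meaning protection from cell death, of at least 50% relative to plate controls; inactive means activation below 50%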;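 further: necroptosis triggered by 40 ng/mL TNF-alpha added together with compound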
Runt-SMMHC FRET – inhibitors of human RUNX1 Runt domain binding to CBFb-SMMHC | inhibition, % at 20 µM | Q01196+Q13951 | Cerulean-Runt/Venus-CBFb-SMMHC FRET ratio 530/480, 1 h | AID 1434 | 0.74% of 220,000 active;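 active means mean inhibition across duplicate retests at 20 µM reaching about 50%, limit read from the data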;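 further: 0% = DMSO wells and 100% = wells with excess untagged CBFb-SMMHC; inhibitors lower the FRET ratio by blocking Runt binding to CBFb-SMMHC; some results filed as inactive read as strong as hits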
Mdm2 ligase inh – Mdm2 E3 ligase (human) inhibition. Q00987. cell-based MDM2 ubiquitination luciferase reporter, 2 h; 0 = plate control, 100 = twice control, blank-subtracted. signal enhancement, % at 5 µM. 0.11% of 210,000 active. AID 1230;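 active means signal enhancement of 30% or more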;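 further: luminescence tracks abundance of the self-degrading MDM2-luciferase fusion protein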
Target sequence (Q00987 whole entry, looked up, the tested form may be a part): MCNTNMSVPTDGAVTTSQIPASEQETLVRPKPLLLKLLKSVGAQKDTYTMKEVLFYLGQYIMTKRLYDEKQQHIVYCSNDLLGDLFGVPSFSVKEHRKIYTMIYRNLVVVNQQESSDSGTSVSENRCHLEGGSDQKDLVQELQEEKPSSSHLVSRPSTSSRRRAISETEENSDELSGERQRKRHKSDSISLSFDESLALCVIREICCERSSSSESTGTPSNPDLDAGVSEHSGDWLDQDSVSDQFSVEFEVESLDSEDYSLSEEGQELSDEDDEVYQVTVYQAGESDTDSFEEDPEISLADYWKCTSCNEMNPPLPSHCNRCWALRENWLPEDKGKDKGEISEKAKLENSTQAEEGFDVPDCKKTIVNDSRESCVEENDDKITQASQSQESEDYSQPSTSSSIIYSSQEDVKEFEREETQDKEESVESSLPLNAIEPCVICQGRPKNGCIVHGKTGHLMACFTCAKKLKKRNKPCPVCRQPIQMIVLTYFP
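Assay system: stable mammalian line carrying autodegrading MDM2–luciferase fusion reporter; amount: 2000 cells seeded into each well; buffer or medium: DMEM; benchmarks: plate control and blank wells; signal: luciferase luminescence; timing: 2 h compound exposure at 37 °C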
PPC-1+TRAIL kill – compounds killing PPC-1 cancer cells with TRAIL present (potentiator screen, no TRAIL-free arm) | cell killing (% activity), % at 4 µM | 0.41% of 220,000 active | AID 1443 | PPC-1 cells + TRAIL, ATPLite viability luminescence;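 active means cell killing above 50% in the first pass at 4 µM, then a duplicate retest at 5 µM averaging 50% or more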;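 further: plate controls were cells with TRAIL plus DMSO for no effect and medium-only wells lacking cells for full effect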
EBV gp42 block – inhibitors of Epstein-Barr virus glycoprotein 42 | Q1HVG2 | Fluorescence polarization binding assay, mP read-out | inhibition, % (tested at 21.74 µM) | 0.42% of 220,000 active; in the data active means inhibition above about 50%
Target sequence (Q1HVG2 whole entry, looked up): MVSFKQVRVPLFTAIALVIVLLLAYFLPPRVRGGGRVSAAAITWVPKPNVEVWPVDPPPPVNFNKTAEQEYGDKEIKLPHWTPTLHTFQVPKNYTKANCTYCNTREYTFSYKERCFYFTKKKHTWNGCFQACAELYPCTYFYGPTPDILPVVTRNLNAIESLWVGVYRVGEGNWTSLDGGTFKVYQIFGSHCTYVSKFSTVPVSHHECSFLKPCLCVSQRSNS
CHOP inh – CHOP inhibition in unfolded protein response. AID 2732. inhibition, % at 10 µM. 3.8% of 220,000 active. CHO-K1 CHOP-promoter luciferase, tunicamycin-induced, 15-18 h;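 active means compounds that reduced the stress-induced luciferase reporter signal by more than about 70% of percent inhibition, limit read from the data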;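 further: 0% = tunicamycin plus vehicle and 100% = wells without tunicamycin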
TRPML3 agonist – agonists of human TRPML3 channel; Q8TDD5; 0.29% of 220,000 active; HEK293 TRPML3-YFP, Fluo-8 calcium fluorescence; 100% = the carbachol control signal; activation, % at 3 µM;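 active means activation above its plate's cutoff, the mean activation of the plate's test wells plus 3 SD, cut at about 12% in these data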;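 further: 0% = DMSO only wells and 100% = carbachol wells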
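Test system – HEK293 line with stable expression of human TRPML3-YFP channel · Control set – carbachol 87 µM final as high control (100%), DMSO as low control (0%) · Signal – Fluo-8 calcium dye fluorescence, ex 470-495, em 515-575 nm · Incubation – 1-h 37 °C dye load, 5-s basal, 120-s post-compound reads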
TRPN1 ag – agonists of zebrafish TRPN1 channel; HEK293 zebrafish TRPN1-YFP, Fluo-8 calcium fluorescence; 100% = response to 87 µM carbachol; activation, % at 3 µM; AID 1424; 0.18% of 220,000 active;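 active means activation above its plate's cutoff, the mean activation of test wells on that plate plus 3 SD, cut at about 19% in these data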;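 further: 0% = DMSO alone and 100% = 87 µM carbachol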
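Material – zebrafish TRPN1-YFP in HEK293 cells · Doses – 3 µM single point · Schedule – dye 1 h 37 °C plus 30 min RT · Signal – Fluo-8 calcium fluorescence, excitation 470-495 nm, emission 515-575 nm · Read-out – % activation versus carbachol response · Control set – carbachol high, DMSO low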
The depositor's hits bear a star; · = no result given; [ ] = another dose, or the depositor's remark.

SMILES | p47phox inh | TNF necrop inh | Runt-SMMHC FRET | Mdm2 ligase inh | PPC-1+TRAIL kill | EBV gp42 block | CHOP inh | TRPML3 agonist | TRPN1 ag
O=C1CC(N(O)C2CC(=O)N(Cc3ccccc3)C2=O)C(=O)N1Cc1ccccc1 (centres undefined) | -6 | -0.5 | -6 | -10 | 11 | -19 | 1 | 0.8 | 1.9
CC1CCCN(CCOc2ccc3ccccc3c2Br)C1 (centres undefined) | -12 | 3.8 | 1 | -9 | 17 | -13 | -15 | 1.6 | 1.7
O=C(NCc1cccnc1)c1cc([N+](=O)[O-])ccc1N1CCOCC1 | -1 | 0.9 | -3 | -5 | 9 | -15 | 14 | 0.9 | 1.3
C=CCOc1ccc(Cl)cc1CNCCCN1CCOCC1 | -6 | -1.8 | -4 | -11 | 6 | -14 | 30 | 0.1 | -0.6
CC(C)CN(CC(C)C)c1ccc(/C=N/n2cnnc2)cc1[N+](=O)[O-] | -8 | -1.1 | -7 | -5 | 0 | 11 | -4 | -1.2 | -3.4
Nc1nonc1NN=C1CCCCC1 | -9 | 1.2 | -4 | -10 | 18 | -10 | 3 | -0.3 | 1.4
Cc1ccccc1-c1nc(Cc2ccccc2)no1 | 1 | 0.3 | 1 | -1 | -5 | -4 | -21 | -0.1 | -0.5
O=C(CSc1nnc(-c2ccccn2)n1Cc1ccco1)c1ccc(Cl)cc1 | -38 | 0.0 | 11 | -12 | 1 | -9 | 31 | -0.7 | -1.7
CCN1C(=O)/C(=C2\SC(=S)N(CCCOC)C2=O)c2ccccc21 | 3 | -3.5 | -10 | -17 | 21 | -4 | -11 | -0.6 | 0.5
NC(=O)[C@@H]1CCCNc2c(I)cc([N+](=O)[O-])cc2C(=O)N[C@@H](CCCN=C(N)N)C(=O)N[C@@H](CCCN=C(N)N)C(=O)N1 | 8 | 1.9 | -2 | · | -11 | -6 | 3 | 0.6 | 0.6
COc1ccc(/C(C)=N/NC(=O)c2ccc(CSc3nncn3C)cc2)cc1 | · | 0.0 | -2 | -3 | -1 | -20 | 5 | 0.2 | -0.9
O=C(CCCNS(=O)(=O)c1cccc2nsnc12)N1CCCCC1 | -17 | 0.9 | -1 | -23 | 0 | -22 | 10 | 0.4 | 0.8
CC(C)OC(=O)C[N+](C)(C)CCN1C(=O)C2C(c3ccccc3)C=CC(c3ccccc3)C2C1=O (centres undefined) | 10 | 0.2 | 10 | 11 | 22 | -16 | -4 | 0.8 | -0.9
O=C(c1ccccc1)C1CCN(c2ncccc2[N+](=O)[O-])CC1 | -21 | -0.4 | 1 | 0 | 10 | -5 | 6 | 0.5 | -1.1
O=C(N/N=C/c1cc([N+](=O)[O-])ccc1O)c1ccncc1 | -2 | 2.8 | -4 | -9 | 13 | -6 | 26 | 0.1 | -0.4
COc1ccc(NC(=O)C(CC(C)C)NC(=O)C2CCCCC2)c(OC)c1 (centres undefined) | -3 | 1.7 | -2 | -7 | -10 | -8 | 1 | 0.5 | 0.7
CCOC(=O)C(CC)(CC)/C(C)=N/NC(=O)CC#N | -1 | 1.2 | -2 | -10 | -1 | 1 | -2 | 0.9 | 0.8
O=C(O)CSC(C(=O)Nc1ccc(C(F)(F)F)cc1)c1ccccc1 (centres undefined) | 5 | -1.2 | 1 | -10 | 18 | -4 | 12 | 0.1 | -0.1
Nc1[nH]n(-c2ccccc2)c(=O)c1N=Nc1ccc2c(c1)OCCO2 | -2 | -1.0 | 0 | -46 | 45[5 µM] | -6 | 1 | -2.1 | -3.6
O=C1CCc2cc(S(=O)(=O)N3CCCC3C(=O)NC3CCCCCCC3)ccc2N1 (centres undefined) | -9 | -0.4 | -1 | -17 | 0 | -16 | 30 | 0.5 | 2.7
CCCCC(=O)Nc1ccc(C(=O)N(CC)c2ccccc2C)cc1 | 0 | -0.1 | 0 | -11 | 8 | -11 | 8 | 0.6 | 1.0
CC1=CC(C)(C)N(C)C(=O)N1c1ccc(Cl)cc1 | -29 | -0.6 | -8 | 5 | 15 | -16 | -44 | 0.8 | 0.3
CCOC(=O)C(=O)Nc1ccccc1C(=O)Nc1ccc(OC)cc1 | 0 | 0.5 | -1 | 3 | 0 | -19 | -22 | -0.2 | -0.1
CON/C=C(\C=Nc1ccccc1)c1ncc(C(F)(F)F)cc1Cl | 1 | -2.8 | 0 | -11 | 17 | 4 | 89* | 0.5 | 0.7
O=C1CCCN1CCCN1C(=O)N[C@@H](Cc2ccccc2)C1=O | -7 | 1.0 | 2 | -4 | 3 | -15 | 11 | 0.7 | 0.6
CCc1c(C(=O)N2CCOCC2)csc1C | -4 | -1.2 | 0 | -14 | 4 | -9 | 56 | 0.6 | 1.1
Cc1ccc(-n2nnc3c(SCC(=O)NCC4CCCO4)ncnc32)cc1 (centres undefined) | -4 | -4.6 | 1 | -5 | -10 | -11 | -78 | 0.9 | 0.1
Cc1nn(-c2cccc(Cl)c2)c2nc(-c3ccco3)cc(C(=O)O)c12 | -10 | 0.2 | 26 | 12 | 17 | -2 | 36 | 0.9 | -0.3
COC(=O)c1ccc(C(=O)OC)c(NC(=O)CN2CCN(c3ccccc3OC)CC2)c1 | -11 | -4.4 | -6 | -8 | -10 | -11 | 24 | 0.1 | 1.1
COc1ccc(-c2cnnc(N/N=C/c3c(C)nn(-c4ccccc4)c3Cl)n2)cc1 | 17 | -0.6 | -3 | 0 | 9 | -1 | 70 | 0.6 | -1.7
COc1cccc(OCCSc2nc(C)c(Cc3ccccc3)c(=O)[nH]2)c1 | -5 | 0.4 | -8 | -13 | 13 | -10 | 99* | 0.3 | -0.4
COc1ccccc1CN1CN(S(=O)(=O)c2ccccc2)c2nc3ccccc3nc21 | -27 | 1.5 | -1 | -13 | 8 | -6 | 14 | -0.4 | -1.4
Cc1ccc(N=N/C(=C\O)C(=O)c2ccc(Cl)cc2)cc1 | -4 | 0.2 | -6 | -8 | 5 | -1 | 95* | -0.1 | -0.1
Cc1cc(C)c(S(=O)(=O)C(C)C)c(=O)[nH]1 | 0 | -0.3 | -2 | -23 | 20 | -4 | 7 | 1.3 | 0.5
CCOC(=O)c1ccc(Nc2nc(=O)c3cccnc3s2)cc1 | -13 | -12 | -2 | -9 | 8 | -3 | 19 | 0.6 | 1.6
CCOCCCNC(=O)C(c1ccccc1)N(Cc1cccs1)C(=O)CNC(=O)c1ccccc1 (centres undefined) | -6 | -4.4 | 4 | -2 | 12 | -25 | 32 | 0.2 | 2.2
CSc1ccc(-c2c(C#N)c(N)nc3c2c(C)nn3-c2ccccc2)cc1 | -15 | 0.8 | 2 | -4 | -4 | -26 | 46 | 0.7 | 0.6
O=C(COC(=O)C1CCC(=O)N1)Nc1ccc(Cl)cc1Cl (centres undefined) | 5 | 1.6 | -2 | -11 | 13 | 8 | 13 | 0.6 | 2.6
COc1ccc(/C=C(/NC(=O)c2ccco2)C(=O)N2CCc3ccccc32)cc1OC | -6 | 0.9 | 2 | -6 | -6 | -11 | -9 | 0.9 | 1.9
O=C(/C=C/c1ccc(O)cc1)c1c(O)cc(O)cc1O | -13 | 0.7 | 2 | -36 | 10 | -21 | -3 | · | ·
C=CCSc1nnc2c(n1)OC=Nc1ccccc1-2 | -15 | -1.5 | -1 | -16 | 12 | -2 | 5 | 0.5 | 0.4
CN(C)c1cc(N/N=C/c2ccc(Cl)cc2)nc(N(C)C)n1 | -11 | 1.1 | 1 | -7 | 3 | -14 | 30 | -0.3 | -0.1
O=C(NC(=S)Nc1ccc(N2CCOCC2)cc1)c1ccco1 | -5 | 1.3 | 0 | 6 | 7 | 5 | 0 | 0.3 | 0.8
COc1ccc(OC)c(NC(=O)CCNS(=O)(=O)c2cccs2)c1 | -10 | 0.6 | 2 | 10 | -14 | -18 | 12 | 0.1 | -0.4
CC(=O)Nc1ccc(-n2c(C)nc(=O)c(-c3ccccc3)c2C)cc1 | 12 | 2.4 | -7 | -4 | 9 | -13 | -32 | 0.3 | -0.3

3 of the entries above in order of their number in CHOP inh, low to high.
Molecule | p47phox inh | Runt-SMMHC FRET | EBV gp42 block | CHOP inh | TRPML3 agonist
O=C(NC(=S)Nc1ccc(N2CCOCC2)cc1)c1ccco1 | -5 | 0 | 5 | 0 | 0.3
COc1ccc(-c2cnnc(N/N=C/c3c(C)nn(-c4ccccc4)c3Cl)n2)cc1 | 17 | -3 | -1 | 70 | 0.6
COc1cccc(OCCSc2nc(C)c(Cc3ccccc3)c(=O)[nH]2)c1 | -5 | -8 | -10 | 99* | 0.3

The results go on:
SMILES | p47phox inh | TNF necrop inh | Runt-SMMHC FRET | Mdm2 ligase inh | PPC-1+TRAIL kill | EBV gp42 block | CHOP inh | TRPML3 agonist | TRPN1 ag
Cc1ccn2c(C(=O)CSc3ccccc3Cl)c(C)nc2c1 | -17 | -3.5 | -3 | 6 | 3 | -13 | 73* | 0.1 | -1.1
Cc1nn(-c2ccc(F)cc2)c(C)c1/C=C/C(=O)N1CCNC(=O)C1 | -5 | 0.6 | -1 | 9 | 11 | -20 | 27 | 0.4 | 1.1
S=C(NCc1ccccn1)Nc1cccc(Cl)c1 | -11 | -3.3 | 2 | 0 | 1 | -6 | 16 | 0.0 | 0.4
CCN1CCCC1CNC(=O)Cn1cnc2ccc(S(=O)(=O)N3CCC(C)CC3)cc2c1=O (centres undefined) | -21 | -0.7 | -4 | -5 | 15 | -12 | 1 | 1.1 | 0.1
COc1ccc(C2CC(c3ccccc3)=NN2C(=O)COC(=O)/C=C/c2ccc(O)c(OC)c2)cc1 (centres undefined) | -18 | -2.0 | 3 | -102 | -5 | -22 | 8 | 0.5 | 0.3
N#CCCCSc1nnnn1-c1cccc(Cl)c1 | -4 | -0.3 | 2 | -16 | -2 | -26 | 34 | 0.7 | 1.3
COc1cc(/C=N/NC(=O)CC2C(=O)NN=C2C)ccc1O (centres undefined) | -14 | 2.6 | 2 | -3 | 6 | -20 | 18 | 0.9 | -0.3
CC(O)CCC(=O)NNC(=S)Nc1ccccc1 (centres undefined) | -8 | -0.1 | · | -3 | · | -14 | 16 | -0.4 | 2.8
O=C(/C=C/c1ccccc1)c1cc(Br)ccc(=O)c1O | -9 | -16 | 2 | -10 | -3 | 4 | -16 | 0.5 | -0.2
COc1ccc(NC(=O)/C(Cl)=C(/Cl)S(=O)Cc2ccccc2)cn1 (centres undefined) | -19 | -14 | 18 | -5 | 2 | 2 | · | 1.3 | 0.6
Cc1cc(NC(=O)CSc2ccc3nnc(-c4ccccc4)n3n2)no1 | -12 | -0.8 | -1 | 6 | 14 | -24 | -2 | -0.8 | 1.1
CSc1nc2sc3c(c2c(=O)[nH]1)CCCC3 | 0 | 0.4 | -1 | · | -1 | -20 | 12 | -0.2 | -0.2
O=C(O)c1nc2nc(Cl)c(Cl)nc2[nH]1 | -19 | 2.8 | 4 | · | -1 | -2 | -8 | 0.3 | 2.0

Outcome played no part in choosing rows (roughly 5.9% active in at least one column).
